12-LOX inh: ALOX12 (human) lipoxygenase inhibition | P18054 | purified 12hLO, xylenol orange hydroperoxide absorbance | Potency, µM (series often up to 108 µM), for the others: at the highest dose activity change, negative = inhibition, hits mostly inhibitors | 580,000 tested, 1.1% active; note: % is set by controls: 0 for no effect and ±100 for the full control effect
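Hydroperoxide product was detected by ferrous iron/xylenol orange as the 573 to 405 nm absorbance ratio. Arachidonic acid at 40 uM (final) was turned over for 30 min at room temperature by 150 nM human 12hLO, pH 7.0 Hepes buffer, after 15 min compound preincubation.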
Pin1 inh: human Pin1 inhibition; Q13526; Pin1 FP peptide displacement, HiFluor488, 10 min; Potency, µM (top dose mostly 115 µM), without a hit: at the top dose activity, negative = inhibition, most hits filed as inhibitors; 390,000 tested, 0.009% active; active = well fitted inhibition curve with a large enough effect in the polarisation, with a control signal flat, not every such curve was filed as active; inconclusive = small, poorly fitted or top-dose-only effect, or effect the other way, or a change in a side signal; inactive = no such curve, though single readings can be large or run the other way; the % refers to the polarisation; note: % is set by controls: 0 for no effect and ±100 for the full control effect
Target sequence (Q13526 whole entry, looked up): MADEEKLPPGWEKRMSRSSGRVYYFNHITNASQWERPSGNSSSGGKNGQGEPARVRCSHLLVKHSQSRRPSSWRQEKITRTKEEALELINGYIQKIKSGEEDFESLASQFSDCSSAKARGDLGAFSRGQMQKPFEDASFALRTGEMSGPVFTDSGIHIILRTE
RGS4 inhibitor: human RGS4 inhibition; AID 504845; P49798; 390,000 tested, 0.039% active; Potency, µM (series often up to 114 µM), for the others: at the top dose activity change, negative = inhibition, usual class: inhibitors; Transcreener GDP fluorescence polarization, RGS4-accelerated GTP hydrolysis; note: % is set by controls: 0 for no effect and ±100 for the full control effect; nearly all actives have a fitted effect of over 75% in size; some results filed as inactive show a strong effect at the top dose
Target sequence (P49798 whole entry, looked up): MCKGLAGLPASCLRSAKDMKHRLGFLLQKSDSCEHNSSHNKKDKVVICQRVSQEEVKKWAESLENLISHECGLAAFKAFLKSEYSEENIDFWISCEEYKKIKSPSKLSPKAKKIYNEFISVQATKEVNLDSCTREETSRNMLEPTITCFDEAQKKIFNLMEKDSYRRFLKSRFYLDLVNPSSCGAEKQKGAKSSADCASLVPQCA
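MLSMR compounds (23 nl, pin-transferred) preincubated 10 min at room temperature with a 500nM (2x) first reagent, then RGS4 at 900nM (2x) plus Transcreener GDP mix added; fluorescence polarization (620/688 nm) read before and after 90 min at 30 °C.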
ERG-DNA inh: ERG Ets/DNA interaction inhibition; fluorescence polarization, His-ERG Ets domain / labelled DNA; Potency, µM (highest dose often 76.9 µM), inactives show at the highest dose FP activity, negative = inhibition, most hits filed as inhibitors; 370,000 tested, 0.028% active; active = well fitted inhibition curve with a large enough effect in the polarisation, with a control signal flat; inconclusive = small, poorly fitted or top-dose-only effect, or effect the other way, or a change in a side signal; inactive = no such curve, though single readings can be large or run the other way; the % refers to the polarisation;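 note: polarization taken with two DNA probes labelled with fluorescein and Texas red; % of control where 0% means no effect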
Target sequence (P11308 whole entry, looked up, the tested form may be a part): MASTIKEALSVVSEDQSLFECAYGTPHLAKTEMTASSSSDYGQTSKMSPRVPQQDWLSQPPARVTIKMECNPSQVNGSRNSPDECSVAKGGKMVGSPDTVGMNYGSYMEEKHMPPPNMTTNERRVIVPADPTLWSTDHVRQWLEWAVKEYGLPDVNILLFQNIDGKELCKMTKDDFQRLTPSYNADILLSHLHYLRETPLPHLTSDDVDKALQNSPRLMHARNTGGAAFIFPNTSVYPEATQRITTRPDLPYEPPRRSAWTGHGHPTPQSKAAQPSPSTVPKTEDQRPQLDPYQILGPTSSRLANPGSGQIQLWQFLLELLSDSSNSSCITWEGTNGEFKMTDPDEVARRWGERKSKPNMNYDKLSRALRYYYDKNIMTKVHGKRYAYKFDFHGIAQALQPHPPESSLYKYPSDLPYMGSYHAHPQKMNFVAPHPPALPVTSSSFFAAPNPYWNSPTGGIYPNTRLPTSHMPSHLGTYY
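His-tagged ERG Ets domain (1 uM in the protein solution; 300mM KCl, 50mM Tris-HCl, 1mM EDTA, 1mM DTT, pH 7.5) received compound, then a probe mix of 5 nM fluorescein-DNA and 100nM Texas-615-DNA. Fluorescence polarization was read for both dyes.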
GLS inhibitor: blocks human kidney-isoform glutaminase activity; 410,000 tested, 0.21% active; Potency, µM (series often up to 45.5 µM), for the others: top-dose activity change, negative = inhibition, actives largely listed as inhibitors; GLS enzymatic activity, qHTS titration; O94925; note: % is set by controls: 0 for no effect and ±100 for the full control effect
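Read-out is an Amplex red fluorescence increase coupled through glutamate oxidase and HRP, measured before and after 30 min room-temperature incubation. hKGA is in 45 mM KH2PO4 (pH 8.2) with 0.02% Tween-20; glutamine added as 1mM solution.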
rTrxR1 inhibitor: blocks rat thioredoxin reductase 1 | O89049 | recombinant rTrxR1, NADPH fluorescence consumption, selenite substrate | Potency, µM (series often up to 114 µM), without a hit: top-dose activity change, negative = inhibition, hits mostly inhibitors | 390,000 tested, 1% active | AID 588453; note: % is set by controls: 0 for no effect and ±100 for the full control effect; nearly all actives have a fitted effect of over 65% in size
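Rat TrxR1 (90 nM in the dispensed reagent) was pre-reduced with 400 uM NADPH for 5 min at room temperature, then incubated with compound for 15 min. After 400 uM selenite was added, NADPH fluorescence (Ex 340/Em 450 nm) was followed for 8 min.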
PGK inhibitor: T. brucei PGK inhibition; AID 602233; P07378; PGK/GAPDH coupled, Kinase-Glo luminescence, 60 min; Potency, µM (series often up to 57.5 µM), without a hit: at the highest dose activity change, negative = inhibition, usual class: inhibitors; 380,000 tested, 0.043% active; note: % is set by controls: 0 for no effect and ±100 for the full control effect; nearly all actives have a fitted effect of over 60% in size
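Luminescent ATP detection (Kinase-Glo Plus) follows a 60-minute room-temperature incubation, with wells lacking PGK as controls. Buffer: 100 mM TEA (pH 7.6), 5 mM MgCl2, 0.01% Tween-20. Coupling enzyme GAPDH (100 nM final) supplies unstable 1,3-BPG in-well.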
JMJD2A Tudor inh: inhibitors of human JMJD2A Tudor domain. Potency, µM (doses to about 114 µM), for the others: top-dose activity change, negative = inhibition, hits mostly inhibitors. 390,000 tested, 4.4% active. AlphaScreen JMJD2A-Tudor / H3K4me3 peptide binding. O75164. AID 504339; note: % is set by controls: 0 for no effect and ±100 for the full control effect; nearly all actives have a fitted effect of over 50% in size
HP1b binding inh: inhibitors of HP1-beta chromodomain binding to methylated histone tails. AlphaScreen HP1-beta / biotin-H3K9me3 peptide binding. Potency, µM (top dose mostly 114 µM), for inactives: top-dose activity change, negative = inhibition, most hits filed as inhibitors. 390,000 tested, 0.56% active; note: nearly all actives have a fitted effect of over 70% in size; inactives centre near 23
Target sequence (P83916 whole entry, looked up): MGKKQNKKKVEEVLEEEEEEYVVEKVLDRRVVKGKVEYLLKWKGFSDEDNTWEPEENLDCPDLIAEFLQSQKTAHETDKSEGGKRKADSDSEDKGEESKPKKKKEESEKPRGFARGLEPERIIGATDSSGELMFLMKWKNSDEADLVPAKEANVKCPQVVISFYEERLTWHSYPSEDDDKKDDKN
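Compound inhibition of the preformed complex between 50 nM HP1-beta and 50 nM biotinylated H3K9me3 peptide was read by AlphaScreen. Buffer was PBS pH 7.4 with 0.01% Tween-20. Incubations ran 30 min at room temperature, with 10 ug/mL donor/acceptor beads.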
Active calls of the source: *; i = inactive; u = inconclusive; x = no result given; & = joins results of further samples; [ ] = remark or other dose. Unless noted, calls come from the whole dose curve; as a rule, active = well fitted curve in the direction sought with a large enough effect; inconclusive = small, poorly fitted or top-dose-only effect, or another doubt; inactive = no such curve, though single readings can be large; an effect the other way counts as inactive or inconclusive. Potency is the fitted concentration of half-maximal effect. This is a subset; rates above refer to the full screens.

Second line of a record – 12-LOX inh | Pin1 inh | RGS4 inhibitor | ERG-DNA inh | GLS inhibitor | rTrxR1 inhibitor | PGK inhibitor | JMJD2A Tudor inh | HP1b binding inh
> Cc1ccc2nc(-c3ccccc3)c(CN3CCSCC3)n2c1
→ -1% | -2% | 2% | 10% | 0% | 19% | 2% | u | 5%
> [O-][n+]1ccccc1SCc1ccccc1
→ -8% | 0% | 10% | 0% | -7% | 18% | -3% | 4% | 34%
> COc1ccc(CCNC(=O)C2CCN(S(=O)(=O)c3cccc4nsnc34)CC2)cc1OC
→ 0% | 1% | 10% | -5% | 8% | 21% | 2% | -16% | 35%
> CCOC(=O)CCCNC(=O)CCCNC(=O)C(c1ccccc1)c1ccccc1
→ 10% | -2% | -26% | -1% | 10% | 4% | 2% | -5% | 22%
> COc1ccc([C@H]2CC(=O)C=C(c3ccc(-c4ccccc4)c(F)c3)C2)cc1OC
→ -2% | 0% | 1% | 10% | -2% | 6% | -5% | -12% | 27%
> CCCCOC(=O)c1ccc(NC(=O)c2cc3c(=O)n4cccc(C)c4nc3n2C)cc1
→ -24% | 0% | -37% | -6% | -4% | 19% | i | -6% | 41%
> CCOC(=O)c1csc(NC(=O)C(C)(C)C)n1
→ 12%[57.4 µM] | -6% | -23% | -9% | -10% | 17% | -10% | -8% | 35%
> CN(CCC#N)C(=O)c1cc2c(s1)-c1ccccc1SC2
→ 0% | -4% | 10% | 6% | -6% | 0%[57.1 µM] | 4% | 7% | 24%
> CCn1cc(C(=O)N(C)c2ccc(OC)cc2OC)c2cc(OC)c(OC)cc2c1=O
→ 0% | -1% | -29% | 7% | -7% | 12% | x | -5% | 72%[activator]
> O=C(NC(=S)Nc1ccccc1)c1cc([N+](=O)[O-])ccc1N1CCOCC1
→ -2% | -6% | -23% | 0% | 10% | 6% | -5% | -25% | -5%
> O=C(Nc1ccccc1C(=O)O)c1cccc(NS(=O)(=O)c2ccc(Br)cc2)c1
→ 40µM* | -8% | -8% | -4% | u | 20% | i | -11% | 23%
> O=C(Nc1cccc(Cl)c1)Nc1ccc(Br)cc1F
→ -8% | 2% | 1% | -3% | 5% | -4% | -1% | -10% | 16%
> Cc1occc1C(=O)Nc1c(F)c(F)c(F)c(F)c1F
→ 0% | -4% | -8%[11.4 µM] | 0% | -3% | -6% | 0% | 1%[11.4 µM] | -21%
> O=C1NC[C@@H](Cc2cccc3ccccc23)N(CC2(c3ccccc3)CC2)C1=O
→ u | 3% | 16% | -3% | 2% | 12% | 8% | u | -17%
> O=C(CN1C(=O)/C(=C/c2ccco2)SC1=S)Nc1ccc(O)c(C(=O)O)c1
→ u | x | -16% | -3% | -10% | 5% | u | u | 41%[activator]
> COc1ccc(/C=N/Nc2nonc2N)c(OC)c1
→ -7% | 3% | -13% | -2% | 1% | -5% | -2% | -7% | 39%
> Cc1ccc(CSC2=NS(=O)(=O)c3ccccc32)cc1
→ x | 4% | u | x | x | -15% | x | -26%[57.1 µM] | 26%[57 µM]
> Cc1ccc(NC(=O)c2ccc(CN3CC(=O)N4CCCCC4C3=O)cc2)c(C)c1 (stereo unspecified)
→ 24%&-18% | -3%&0% | 0%&-10% | 1%&2% | 0%&-3% | 12%[57.1 µM] | -1% | 5%&-12% | 31%&24%
> CC(C)SC1=NC(C)(C)C=C(/C=C/c2c(Cl)cccc2Cl)N1
→ x | 22% | u | 7% | -4% | -48% | -7% | -3% | 58%[activator]
> Cc1cc(Cl)c(OCCCNC2CCCC2)c(Br)c1
→ u | -18% | -12% | -11% | 0% | 6% | 6% | 22µM* | -37%

Two compounds from above, limited to rTrxR1 inhibitor and HP1b binding inh:
SMILES	rTrxR1 inhibitor	HP1b binding inh
O=C(CN1C(=O)/C(=C/c2ccco2)SC1=S)Nc1ccc(O)c(C(=O)O)c1	5%	41%[activator]
CC(C)SC1=NC(C)(C)C=C(/C=C/c2c(Cl)cccc2Cl)N1	-48%	58%[activator]

(listing goes on)
Second line of a record – 12-LOX inh | Pin1 inh | RGS4 inhibitor | ERG-DNA inh | GLS inhibitor | rTrxR1 inhibitor | PGK inhibitor | JMJD2A Tudor inh | HP1b binding inh
> CN(CC1CCCN(CCc2ccc(F)cc2)C1)C(=O)CCC(F)(F)F (stereo unspecified)
→ u | -9% | 20% | 6% | 6% | 31% | -7% | -12% | 13%
> COc1ccc(C)cc1N(C(=O)c1cccc(F)c1)c1nc2ccccc2s1
→ -12% | 3% | -23% | 7% | -2% | 7% | 0% | 4% | 29%
> Cc1ccc(N(Cc2ccccc2)C(=O)c2cc(S(=O)(=O)N3CCOCC3)ccc2C)cc1
→ -8% | 8% | -2% | 2% | 1% | -13% | -6% | -26% | 11%
> C1=C(CCNc2ncnc3c2[nH]c2ccccc23)CCCC1
→ u | -6% | -29% | 3% | 12% | -7%[11.4 µM] | -9% | -34% | -17%
> CCOC(=O)N1CCN(C(=O)COc2cccc3c2CCN(CC)C3=O)CC1
→ 0% | -3% | -2% | 8% | 7% | 2%[57.1 µM] | -2% | -6% | 31%
> COc1cc(C2CC(=O)Oc3c2c(=O)n(C)c2ccccc32)ccc1O (stereo unspecified)
→ -13%&0% | -9%&2% | -7%&18% | -10%&-1% | 27%&21% | 0%[57.1 µM] | -11%&-6% | -15%&-26% | 19%&-2%
> CC(C)CCNC(=O)C1CCN(c2nnc(-n3cccc3)s2)CC1
→ 11% | -2% | -7% | 3% | -11% | 8% | -4% | -14% | 34%[activator]
> Nc1nnc(-c2cn(-c3ccccc3)nc2-c2ccccc2)o1
→ 12% | u | -2% | 2% | -1% | -12%[57.1 µM] | -3% | -18% | 15%
> CC(C)c1cc(C(=O)NCc2cccnc2)no1
→ 6% | 7% | 16% | -3% | 11% | 15% | 3% | -3% | 34%
> O=C(Nc1ccc(O)cc1)c1ccc2c(c1)C(=O)N(N1C(=O)c3ccccc3C1=O)C2=O
→ -14% | -1% | 26% | -8% | -2% | 10% | -3% | -12% | 26%
> O=C(OCC1OC(n2ncc(=O)[nH]c2=O)C(OC(=O)c2ccccc2)C1OC(=O)c1ccccc1)c1ccccc1 (stereo unspecified)
→ -10% | 3% | -16% | -9% | -2% | 13% | -13% | 50µM* | 19%
> O=C(Nc1cccnc1)Nc1cc(Cl)cc(Cl)c1
→ -19% | 1% | -19% | -3% | 9% | 7% | 0% | 0% | 33%
> NC(=O)c1c(NC(=O)c2ccncc2)sc2c1CCCC2
→ -20% | 6% | -13% | 1% | -9% | -4% | -3% | -18% | 29%
> CC1(C)CC(=O)C([N+](=O)[O-])=C(NCCCO)C1
→ -12% | 16% | -16% | 2% | -9% | 1% | -4% | 2% | 35%
> CCCCc1nc2cc(C(=O)N3CCN(c4nc(C)cnc4C)CC3)ccc2o1
→ 3% | -7% | 24%[56.9 µM] | 12% | 1% | 30%[57.1 µM] | -4% | -30% | 35%
> COc1ccc2[nH]cc(CCN=C(NC(=O)c3ccccc3F)Nc3nc(C)cc(C)n3)c2c1
→ -18% | 22% | -11% | 0% | 4% | 7% | -9% | -27% | 57%[activator]
> O=C(NCCc1ccccc1)c1ccc2c(=O)[nH]c3c(C(=O)NCC4CCCO4)sc(=S)n3c2c1 (stereo unspecified)
→ u | 15% | u | 1% | 4% | -6% | -1% | 45µM* | u
> O=S(=O)(NCc1ccc2c(c1)OCO2)c1cccc(S(=O)(=O)N2CCOCC2)c1
→ u | -1% | -10% | 6% | -5% | -11% | -1% | -20% | 21%
> Cc1nc2oc3c(NCc4ccccn4)ncnc3c2c2c1COC(C)(C)C2
→ -4% | -6% | 20% | -5% | -1% | 54%[activator] | -6% | -36% | -2%
> Cc1cc(C(=O)N/N=C/c2cc(Br)c(Br)o2)n[nH]1
→ 3% | x | -21% | 6% | 2% | 35µM* | -3% | u | -2%
> O=C(CSc1nnc(-c2ccncc2)n1C1CCCCC1)Nc1ccccc1
→ -14% | 1% | 17% | 5% | 0% | -9% | -2% | -17% | 30%
> CCOc1ccc(CCNC(=O)c2cn(CC)c3ccc(S(=O)(=O)N4CCc5ccccc5C4)cc3c2=O)cc1OCC
→ -10% | 3% | 0% | 4% | 2% | 27% | -6% | u | 8%
> CC1=CC(C)C2C(=O)N(CCCN(C)C)C(=O)C2C1 (stereo unspecified)
→ -3% | -8% | 22% | 13% | -2% | 0%[57.1 µM] | -2% | 8% | 25%
> CCN(CC(=O)Nc1c(F)cccc1F)C(=O)CN1C(=O)c2ccccc2C1=O
→ 17% | -10% | 7% | 5% | -2% | -10% | -7% | 0% | 14%
> CC(=O)CCCC(NS(=O)(=O)CCC(Cl)(Cl)Cl)c1ccccc1 (stereo unspecified)
→ -1% | -4% | -5% | 4% | 1% | -4% | -2% | -11% | 51%[activator]
> Cn1cnc([N+](=O)[O-])c1Sc1ncccc1N
→ 0% | -3% | -31% | -3% | 5% | 35µM* | -3% | 4% | 65%
> O=C(COC(=O)CCN1C(=O)c2ccccc2C1=O)Nc1ccccc1[N+](=O)[O-]
→ 28% | -3% | 24% | 1% | 5% | 4% | 1% | -4% | 17%
> COC(=O)C(C(=O)Nc1ccc(OC)cc1)C1CCCCCC1 (stereo unspecified)
→ 3% | -1% | -45% | -2% | 2% | 9% | -1% | -7% | 39%
> Nc1nc(CSc2nnnn2-c2ccc(Cl)cc2)nc(N2CCOCC2)n1
→ -82% | -1% | -18% | 2% | -1% | -4% | -8% | -16% | 9%
> O=C(CCN1C(=O)S/C(=C\c2ccccc2)C1=O)N1CCOCC1
→ -14%[57.4 µM] | 3% | -3% | -1% | -9% | -12% | -5% | 11% | 51%[activator]
